# GluA2 TARP mod – modulators of AMPA receptor GluA2-stargazin complexes; HEK293 GluA2+stargazin, membrane potential dye (FDSS), glutamate EC50; hits were called plate by plate, in both directions; O88602+P19491; calls only at 30 µM; 3.5% of 40,000 active;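 active means any of four per-well response measures lying three or more SD from its plate-wide compound average, in either direction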
# Target sequence (O88602 whole entry, looked up): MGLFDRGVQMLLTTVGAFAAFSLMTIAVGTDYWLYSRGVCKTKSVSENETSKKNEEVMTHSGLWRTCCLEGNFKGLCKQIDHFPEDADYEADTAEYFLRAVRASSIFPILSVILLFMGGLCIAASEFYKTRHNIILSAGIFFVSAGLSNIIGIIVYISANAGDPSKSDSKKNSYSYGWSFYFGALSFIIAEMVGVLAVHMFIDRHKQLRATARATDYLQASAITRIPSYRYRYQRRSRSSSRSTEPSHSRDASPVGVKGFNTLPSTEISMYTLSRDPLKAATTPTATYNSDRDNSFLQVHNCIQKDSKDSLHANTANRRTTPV
# Target sequence (P19491 whole entry, looked up): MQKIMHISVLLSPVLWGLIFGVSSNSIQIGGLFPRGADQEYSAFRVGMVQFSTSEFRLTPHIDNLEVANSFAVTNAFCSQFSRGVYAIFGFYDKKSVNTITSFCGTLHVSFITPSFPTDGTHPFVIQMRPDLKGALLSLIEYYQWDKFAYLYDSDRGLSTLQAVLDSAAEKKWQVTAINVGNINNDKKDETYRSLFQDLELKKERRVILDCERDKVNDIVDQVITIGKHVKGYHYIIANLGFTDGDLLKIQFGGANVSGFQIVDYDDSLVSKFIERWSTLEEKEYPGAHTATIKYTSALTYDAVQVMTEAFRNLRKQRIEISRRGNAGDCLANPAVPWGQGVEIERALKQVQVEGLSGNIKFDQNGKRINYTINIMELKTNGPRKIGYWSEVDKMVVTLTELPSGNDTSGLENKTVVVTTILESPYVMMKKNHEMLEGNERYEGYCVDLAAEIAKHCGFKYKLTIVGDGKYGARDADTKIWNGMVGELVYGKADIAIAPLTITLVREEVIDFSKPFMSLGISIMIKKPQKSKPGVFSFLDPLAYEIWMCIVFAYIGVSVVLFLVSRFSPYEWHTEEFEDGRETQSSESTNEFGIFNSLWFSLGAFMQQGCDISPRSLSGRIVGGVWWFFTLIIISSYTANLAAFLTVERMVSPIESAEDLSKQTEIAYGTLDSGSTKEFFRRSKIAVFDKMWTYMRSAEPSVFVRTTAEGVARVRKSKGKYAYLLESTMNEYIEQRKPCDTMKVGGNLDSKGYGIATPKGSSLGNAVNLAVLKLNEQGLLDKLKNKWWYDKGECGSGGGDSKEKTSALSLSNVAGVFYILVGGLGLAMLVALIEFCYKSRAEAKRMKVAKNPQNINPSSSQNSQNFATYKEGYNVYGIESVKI
# GluA2 TARP mod agonism max-min – also measured in GluA2 TARP mod; calls as there; compound max-min signal; compound-alone response (agonism);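 unitless range of fluorescence divided by baseline over first 100 seconds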
# GluA2 TARP mod glutamate slope – recorded beside GluA2 TARP mod, whose call it bears; glutamate slope, % of max; measured here: glutamate response slope, % max;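 scaled per plate between vehicle wells and maximal 1 mM glutamate control wells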
# * marks the source's active call; other numbers are inactive results; i = inactive; + = active, no number; & = joins results of further samples. These rows are one share of the data; count on the stated rates, not on these rows.
# Sequence of screens: GluA2 TARP mod	GluA2 TARP mod glutamate slope	GluA2 TARP mod agonism max-min
O=C(Nc1ccc(F)c(F)c1F)c1ccc(=O)n(Cc2cccc([N+](=O)[O-])c2)c1
→ i	48.2	0.0924
CC(=O)Nc1ccc(NC(=O)c2ccc(=O)n(Cc3ccccc3C)c2)cc1
→ i	46.9	0.0913
COc1cccc(NC(=O)c2ccc(S(=O)(=O)N3CCc4ccccc4C3)cc2)c1
→ i	54.1	0.0668
Cc1ccccc1OCC(=O)Nc1ccc(N2CCN(C(=O)c3ccccc3C)CC2)cc1
→ i	14.0	0.113
COc1ccc(CCC(=O)Nc2ccc(CC(=O)N3CCCC3)cc2)cc1
→ i	25.6	0.0327
O=C(NNC(=O)c1ccc(=O)n(Cc2ccccc2)c1)c1cccc(C(F)(F)F)c1
→ i	53.2	0.0695
COc1ccc(OC)c(S(=O)(=O)N2CCN(c3ccc(-c4ccco4)nn3)CC2)c1
→ i	36.1	0.0685
Cc1ccc(S(=O)(=O)NCCC(=O)N2CCCCC2)c(C)c1N(C)S(C)(=O)=O
→ i	54.4	0.0942
O=C(Nc1ncc([N+](=O)[O-])s1)c1ccc(=O)n(Cc2ccccc2Cl)c1
→ i	53.6	0.103
O=c1ccc(-c2cccs2)nn1CCCNS(=O)(=O)c1ccccc1C(F)(F)F
→ i	64.3	0.119
Cc1ccc(-n2ncc3c(=O)n(CC(=O)N4CCN(c5ccccc5)CC4)cnc32)cc1C
→ i	69.5	0.0986
Cc1cc(C)cc(C(=O)NCCn2ncc3c(N4CCCCC4)ncnc32)c1
→ i	57.2	0.044
O=C(Nc1ccc(OC(F)(F)F)cc1)c1ncccn1
→ i	60.3	0.139
COc1cccc(-n2nnc3c(N4CCN(C(=O)c5ccc(Br)cc5)CC4)ncnc32)c1
→ i	61.5	0.0333
Cc1cc(C)cc(C(=O)NCCn2ncc3c(N4CCCC4)ncnc32)c1
→ i	55.9	0.0759
COc1ccc(S(=O)(=O)CCC(=O)N(Cc2ccccn2)c2nc3ccccc3s2)cc1
→ i	76.4	0.0611
COc1cc(OC)cc(C(=O)Nc2ccc(N3CCCCC3=O)c(OC)c2)c1
→ i	56.0	0.103
CC1(C)Cc2cccc(OCC(=O)NCc3n[nH]c(=O)c4ccccc34)c2O1
→ i	44.8	0.0808
COc1ccc(-c2nc(CCNS(=O)(=O)c3ccc(Cl)cc3)cs2)cc1OC
→ i	54.1	0.0699
COc1cc(N2CCN(C(=O)Nc3ccc(C)c(F)c3)CC2)nc(OC)n1
→ i	60.6	0.11
CCC(=O)c1ccc(OCC(O)CSc2ccccn2)cc1 (stereo not drawn)
→ i	45.5	0.102
O=C(NCCS(=O)(=O)N1CCN(Cc2ccccc2)CC1)c1ccc(F)cc1F
→ i	42.6	0.0462
COc1ccc(NC(=O)c2ccc(S(=O)(=O)C(C)C)cc2)c2ccccc12
→ i	60.1	0.105
O=C(Cc1cc(-c2cccs2)on1)NCCCc1ccccc1
→ i	50.9	0.0587
COc1cc(Cn2c(=O)c3c(N4CCN(C(=O)C5CC5)CC4)ccnc3n(C)c2=O)cc(OC)c1
→ i	66.9	0.131
COc1ccc(OC)c(C(=O)/C=C/c2ccc(OC)c(OC)c2)c1
→ i	52.4	0.102
COc1ccc2c(=O)c(Oc3ccc(C(=O)NCCN4CCOCC4)cc3)coc2c1
→ i	60.8	0.102
COc1ccc(OCCCN2C(=O)C(O)(CC(C)=O)c3ccccc32)cc1 (stereo not drawn)
→ i	40.9&99.3	0.101&0.0348
Cn1ccnc1N1CCN(CC(=O)N2CCCCCC2)CC1
→ i	34.0	0.0441
CCOC(=O)CN1N=C(c2ccc(F)cc2)Cn2c1nc1c2c(=O)n(CC(=O)OCC)c(=O)n1C
→ i	26.6	0.0641
CC(C)N(C(=O)CSc1ccc(NC(=O)c2ccccc2)nn1)C(C)C
→ i	48.2	0.0286
Cc1ccc(S(=O)(=O)N2CC(CO)N(S(=O)(=O)c3ccc(C)cc3)c3ccccc32)cc1 (stereo not drawn)
→ i	49.4	0.103
CCOC(=O)CC1C(=O)NCCN1C1CCCCC1 (stereo not drawn)
→ i	61.7	0.104
COc1ccc(NC(=O)c2ccc(=O)n(CC(=O)Nc3ccc(Br)cc3)n2)cc1
→ i	45.7	0.0528
COc1ccc(N2C(=O)C3N=NN(CC(=O)Nc4c(C)cccc4C)C3C2=O)cc1OC (stereo not drawn)
→ i	54.2	0.0997
O=C(CCn1nc(-c2ccc(Cl)cc2)c2ccccc2c1=O)N1CCCC1
→ i	48.1	0.0997
CCOCCn1c(-n2nc(C)cc2C)nc2c1c(=O)n(CC(=O)OC)c(=O)n2C
→ i	49.8	0.0539
CCOc1ccc(-c2ccc(=O)n(CCCC(=O)Nc3cccc(Cl)c3)n2)cc1
→ i	26.3	0.023
Cc1cc(S(=O)(=O)N2CCN(S(=O)(=O)C3CC3)CC2)c(Cl)cc1Cl
→ i	66.2	0.0909
Cc1cc(C)n(CCN2CCN(S(=O)(=O)c3cccs3)CC2)n1
→ i	81.6	0.143
C=C(C)Cn1c(=O)c2c(nc3n(-c4ccc(OC)cc4OC)c(-c4ccccc4)cn23)n(C)c1=O
→ i	32.8	0.056
Cc1ccc(NC(=O)CSc2nc3c(c(=O)[nH]2)CN(Cc2ccc4c(c2)OCO4)CC3)cc1C
→ i	70.8	0.0535
COc1ccc(S(=O)(=O)N2CCCc3cc(NC(=O)Nc4ccccc4)ccc32)cc1
→ i	16.0	0.0993
CCOC(=O)c1ccc(NC(=O)Cc2cc(-c3ccc(Cl)cc3)on2)cc1
→ i	42.1	0.0847
O=C(COc1ccccc1F)N1CC(C(=O)N2CCC3(CC2)OCCO3)C1
→ i	60.0	0.0955

# Exported with values ahead of the structure: entries from further up.
GluA2 TARP mod	GluA2 TARP mod glutamate slope	GluA2 TARP mod agonism max-min	smiles
i	32.8	0.056	C=C(C)Cn1c(=O)c2c(nc3n(-c4ccc(OC)cc4OC)c(-c4ccccc4)cn23)n(C)c1=O
i	60.0	0.0955	O=C(COc1ccccc1F)N1CC(C(=O)N2CCC3(CC2)OCCO3)C1
i	48.2	0.0286	CC(C)N(C(=O)CSc1ccc(NC(=O)c2ccccc2)nn1)C(C)C
i	16.0	0.0993	COc1ccc(S(=O)(=O)N2CCCc3cc(NC(=O)Nc4ccccc4)ccc32)cc1
i	45.7	0.0528	COc1ccc(NC(=O)c2ccc(=O)n(CC(=O)Nc3ccc(Br)cc3)n2)cc1

# Carrying on.
# Sequence of screens: GluA2 TARP mod	GluA2 TARP mod glutamate slope	GluA2 TARP mod agonism max-min
Cc1ccc(-c2cc(NS(=O)(=O)c3ccc(F)cc3)n(C3CCS(=O)(=O)C3)n2)cc1 (stereo not drawn)
→ i	58.9	0.133
CCCN1CCCc2cc(CCNC(=O)C(=O)Nc3cc(C)ccc3C)ccc21
→ i	-1.7	0.0876
CCCOc1cc(S(=O)(=O)Nc2cccnc2)ccc1Cl
→ i	58.8	0.151
CCCCOc1ccc(C(=O)Nc2ccc3c(c2)N(C(=O)c2ccco2)CC3)cc1
→ i	60.0	0.0878
COc1ccc(CC(=O)Nc2ccc3c(c2)CCCN3S(=O)(=O)c2ccc(C)cc2)cc1
→ i	73.2	0.119
COc1cccc(OC)c1OCC(O)CN1CCN(c2ccccc2F)CC1 (stereo not drawn)
→ i	56.5	0.0492
COc1ccc(NC(=O)c2ccc(N3CCCCS3(=O)=O)cc2)c(OC)c1
→ i	46.6	0.102
COC(=O)c1sc2ccccc2c1S(=O)(=O)Nc1ccc(OC)cc1OC
→ i	68.8	0.11
CCN1CCN(CC(O)COc2c(OC)cccc2OC)CC1 (stereo not drawn)
→ i	55.0	0.0444
O=C(CSCc1ccccc1)N(Cc1ccco1)c1nc2ccccc2s1
→ i	55.0	0.1
COc1ccc(CC(=O)Nc2ccc3c(c2)CCCN3S(=O)(=O)c2ccccc2)cc1
→ i	60.5	0.111
O=C(NCCn1nc(-c2cccs2)ccc1=O)Nc1ccc(OC(F)(F)F)cc1
→ i	44.1	0.0876
C=CCn1c(N)c(C(=O)NC(C)CC)c2nc3ccccc3nc21 (stereo not drawn)
→ i	56.4	0.179
CN(C(=O)Cn1c(=O)n(CCCC(=O)NCc2ccccc2)c(=O)c2sccc21)c1ccccc1
→ i	60.1	0.0878
COc1ccccc1NC(=O)Cn1c(=O)c2c(N3CCN(C(C)=O)CC3)ccnc2n(C)c1=O
→ i	77.5	0.0997

# In the list so far, three contain a furan ring, fused or not:
# Sequence of screens: GluA2 TARP mod	GluA2 TARP mod glutamate slope	GluA2 TARP mod agonism max-min
COc1ccc(OC)c(S(=O)(=O)N2CCN(c3ccc(-c4ccco4)nn3)CC2)c1
→ i	36.1	0.0685
CCCCOc1ccc(C(=O)Nc2ccc3c(c2)N(C(=O)c2ccco2)CC3)cc1
→ i	60.0	0.0878
O=C(CSCc1ccccc1)N(Cc1ccco1)c1nc2ccccc2s1
→ i	55.0	0.1

# (listing goes on)
# Sequence of screens: GluA2 TARP mod	GluA2 TARP mod glutamate slope	GluA2 TARP mod agonism max-min
CCOc1cccc2cc(C(=O)NC(C)c3ccc(-n4ccnc4)cc3)c(=O)oc12 (stereo not drawn)
→ i	40.8&95.3	0.0855&0.0708
COc1ccc(CN(CC(=O)N2CCN(c3ccccc3)CC2)S(=O)(=O)c2cccnc2)cc1
→ i	57.8	0.13
O=C(Nc1ccccc1C(F)(F)F)c1ccc(=O)n(Cc2cccc([N+](=O)[O-])c2)c1
→ i	35.7	0.0465
COc1cc(C(=O)NCC2COC3(CCCCC3)O2)cc(OC)c1OC (stereo not drawn)
→ i	98.4	0.0877
Cc1nnsc1C(=O)N1CCN(c2ccc(N3CCOCC3)nn2)CC1
→ i	54.0	0.115
COCC(C)(O)CNC(=O)C1CC(=O)N(c2ccc(C)c(C)c2)C1 (stereo not drawn)
→ i	63.5	0.112
COc1ccccc1-c1ccc(N2CCN(C(=O)Nc3ccc(Cl)cc3)CC2)nn1
→ i	53.5	0.0708
O=C(NCC(O)(c1cccs1)C1CC1)c1ccsc1 (stereo not drawn)
→ i	47.4	0.0734
CCSc1nc2c(cc1C#N)C(=O)CCC2
→ i	54.0	0.0687
COC(=O)Cn1c(=O)c2c(nc(-n3nc(C)c(C)c3C)n2Cc2ccccc2)n(C)c1=O
→ i	68.1	0.039
CCOc1ccc(OCCNC(=O)c2cccc(OC)c2OC)cc1
→ i	64.7	0.0899
O=C(CCS(=O)(=O)c1ccccc1)NCCc1csc2nc(-c3cccs3)nn12
→ i	52.5	0.0979
O=C(NCc1cccs1)C(=O)NCC1COC2(CCCCC2)O1 (stereo not drawn)
→ i	52.1	0.104
CC(CCc1ccccc1)NC(=O)C1CCN(c2ccc(Sc3ccccc3)nn2)CC1 (stereo not drawn)
→ i	33.4	0.0418
COc1ccc(-c2c(C)oc3cc(OCC#N)ccc3c2=O)cc1
→ i	51.9	0.0449
CCN(CC)CCNC(=O)C(=O)Nc1ccc2c(c1)OCO2
→ i	38.6	0.0452
Cc1cc(C)c2c(n1)nn1c(NCCN3CCOCC3)cc(C)nc21
→ +	67.3*	0.36*
COc1ccc(N2CC(C(=O)NCc3n[nH]c(=O)c4ccccc34)CC2=O)cc1 (stereo not drawn)
→ i	42.7	0.0823
COc1ccc(N(C)S(=O)(=O)c2ccc(Cl)cc2)cc1
→ i	54.4	0.0466
O=C(COc1ccccc1F)NCCN1CCN(C(=O)c2cccs2)CC1
→ i	47.1	0.133
CCOCCn1c(CNC(=O)c2ccccc2)nc2ccccc21
→ i	54.5	0.0958
O=C(NCCn1ncc2c(N3CCCCCC3)ncnc21)c1ccc(S(=O)(=O)N2CCCC2)cc1
→ i	70.9	0.0975
O=C(COc1ccc(F)cc1)NCCN1CCC(c2cccs2)CC1
→ i	54.7	0.0529
O=C(NCCn1ncc2c(N3CCOCC3)ncnc21)C1COc2ccccc2O1 (stereo not drawn)
→ i	67.5	0.0684
CC(C)NC(=O)CCCCn1c(=O)c2ccccc2n(CC(=O)Nc2ccc3c(c2)OCO3)c1=O
→ i	42.7	0.0755
CCOC(CNC(=O)C(=O)Nc1ccc(N2CCCCS2(=O)=O)cc1)OCC
→ +	40.8*	0.0986*
O=C(c1ccc2nsnc2c1)N1CCN(c2ccc(-c3ccco3)nn2)CC1
→ i	25.2	0.0496
COc1ccc(N2CCN(C(=O)COc3ccc(Cl)cc3Cl)CC2)nn1
→ i	56.0	0.0516
O=C(Nc1ccc2c(c1)CN(S(=O)(=O)c1ccccc1)CC2)c1cnccn1
→ +	55.7*	0.146*
O=C(CN1N=NC2C(=O)N(c3ccc(Br)cc3)C(=O)C21)Nc1ccc2c(c1)OCCO2 (stereo not drawn)
→ i	54.0	0.0858
COc1ccc(-n2nnnc2CNS(=O)(=O)c2ccc(F)cc2)cc1
→ i	53.3	0.0589
NS(=O)(=O)c1ccc(NC(=O)CCCn2nc(-c3ccccc3)ccc2=O)cc1
→ i	59.6	0.102
CCC(CC)C(=O)Nc1cccc(-c2cn3nc(OC)ccc3n2)c1
→ i	35.5	0.0325
CCCc1ccc(OCC(=O)Nc2ccc(OC)cc2OC)cc1
→ i	48.6	0.057
O=C(CS(=O)c1ccccc1[N+](=O)[O-])Oc1ccc(Cl)cc1Cl (stereo not drawn)
→ i	40.5	0.0623
CC(=O)Nc1ccc(S(=O)(=O)NCCCN2CCN(c3ccccc3)CC2)c(C)c1
→ i	57.5	0.0785
Cc1csc(C(=O)NCCC(O)c2cccs2)c1 (stereo not drawn)
→ i	63.1	0.0887
COc1ccc(F)cc1S(=O)(=O)N1CCN(S(=O)(=O)c2cc(F)ccc2OC)C(C)C1 (stereo not drawn)
→ i	54.8	0.105
O=C(NCc1ccc(F)cc1)NCC1CCN(C(=O)/C=C/c2ccco2)CC1
→ i	33.6	0.0375
CSc1nc(S(=O)(=O)c2ccc(C)cc2)c(N2CCOCC2)s1
→ i	53.7	0.0663
CN(C)CCOC(=O)C12CC3CCC(CC(C3)C1)C2
→ i	60.7	0.0394
CCOc1ccc(Br)cc1S(=O)(=O)N(CC)C1CCCCC1
→ i	77.4	0.0587
